DAX1 inh-1: inhibitors of human orphan nuclear receptor DAX1 (NR0B1). P51843. HEK293 Gal4-DAX1 luciferase reporter, luminescence. inhibition, % at 6.75 µM. 340,000 compounds, 0.99% hits. AID 504766;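 active = inhibition above the mean over all tested compounds plus 3 SD, cut at about 4.2% in these data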;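 note: 0% = DAX1-transfected cells with DMSO and 100% = empty-vector control cells with DMSO; inhibition shows as a rise in luminescence from relieved DAX1 repression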
DAX1 inh-2: blocks DAX1 repression of SF-1 activated StAR promoter. HEK293T StAR-luciferase reporter, SF-1/DAX-1 repression relief. inhibition, % at 6.8 µM. AID 652010. 370,000 compounds, 1.1% hits;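 active = inhibition above the mean over all tested compounds plus 3 SD, cut at about 3.6% in these data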;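 note: 0% = DAX-1 cells with DMSO and 100% = cells lacking DAX-1 with DMSO; higher inhibition means more luminescence from relief of DAX-1 repression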
HGIII-sPLA2 inh: Inhibits HGIII-sPLA2 liposome hydrolysis, primary screen; inhibition, % at 12.2 µM; 370,000 compounds, 0.56% hits; AID 743126; QFRET BODIPY PC-A2 liposome hydrolysis, fluorescence;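 active = inhibition above mean plus 3 SD of compounds lying within the high and low control bounds, cut at about 19% in these data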;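 note: 0% = median of test compound wells and 100% = no enzyme DMSO wells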
Target sequence (Q9NZ20 whole entry, looked up): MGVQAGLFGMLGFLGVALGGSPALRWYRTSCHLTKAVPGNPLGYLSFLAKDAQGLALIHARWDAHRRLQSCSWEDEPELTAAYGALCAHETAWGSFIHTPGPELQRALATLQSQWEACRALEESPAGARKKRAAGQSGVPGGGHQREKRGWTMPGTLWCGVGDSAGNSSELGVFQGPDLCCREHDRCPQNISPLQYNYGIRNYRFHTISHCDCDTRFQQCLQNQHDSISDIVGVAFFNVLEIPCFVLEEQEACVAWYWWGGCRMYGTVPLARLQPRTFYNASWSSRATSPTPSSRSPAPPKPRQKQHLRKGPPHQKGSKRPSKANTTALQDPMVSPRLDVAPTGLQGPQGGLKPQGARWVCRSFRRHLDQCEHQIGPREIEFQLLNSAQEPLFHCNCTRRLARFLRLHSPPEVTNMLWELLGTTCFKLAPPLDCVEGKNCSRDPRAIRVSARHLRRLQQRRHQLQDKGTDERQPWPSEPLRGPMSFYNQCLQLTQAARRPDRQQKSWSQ
hgDAF-12 ag: agonists of H. glycines DAF-12 nuclear receptor; HEK293 GAL4-hgDAF12 UAS-luciferase reporter, agonist luminescence; normalized to butyrate control; activation, % at 6.8 µM; 370,000 compounds, 1.8% hits;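 active = activation above a cutoff set at the mean of all screened compounds plus 3 SD, cut at about 10% in these data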;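 note: 0% = DMSO wells and 100% = sodium butyrate wells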
PLC-gamma1 inh: blocks human PLC-gamma1 enzyme activity | purified PLC-gamma1, fluorogenic substrate, fluorescence | P19174 | AID 720700 | 370,000 compounds, 0.84% hits | inhibition, % at 12.2 µM; in the data active = inhibition above about 9.5%
ADAM17 inh: ADAM17 inhibition, QFRET primary screen | 370,000 compounds, 0.83% hits | P78536 | recombinant ADAM17, EDANS/DABCYL FRET peptide cleavage | inhibition, % at 6.95 µM | AID 720648;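 active = inhibition above the mean of compounds lying between control limits plus 3 SD, set per campaign, cut at about 8.5% in these data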;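 note: 0% = DMSO-only wells as the low control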
ADAM10 inh: ADAM10 inhibition, QFRET primary screen. inhibition, % at 7 µM. AID 720582. recombinant ADAM10, EDANS/DABCYL FRET peptide cleavage, 3 h. O14672. 370,000 compounds, 0.62% hits;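 active = inhibition above a per-campaign cutoff equal to the mean of compounds falling between control-based bounds plus 3 SD, cut at about 20% in these data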;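 note: 0% = DMSO wells while the 100% control is not disclosed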
Target sequence (O14672 214-748 limits assumed): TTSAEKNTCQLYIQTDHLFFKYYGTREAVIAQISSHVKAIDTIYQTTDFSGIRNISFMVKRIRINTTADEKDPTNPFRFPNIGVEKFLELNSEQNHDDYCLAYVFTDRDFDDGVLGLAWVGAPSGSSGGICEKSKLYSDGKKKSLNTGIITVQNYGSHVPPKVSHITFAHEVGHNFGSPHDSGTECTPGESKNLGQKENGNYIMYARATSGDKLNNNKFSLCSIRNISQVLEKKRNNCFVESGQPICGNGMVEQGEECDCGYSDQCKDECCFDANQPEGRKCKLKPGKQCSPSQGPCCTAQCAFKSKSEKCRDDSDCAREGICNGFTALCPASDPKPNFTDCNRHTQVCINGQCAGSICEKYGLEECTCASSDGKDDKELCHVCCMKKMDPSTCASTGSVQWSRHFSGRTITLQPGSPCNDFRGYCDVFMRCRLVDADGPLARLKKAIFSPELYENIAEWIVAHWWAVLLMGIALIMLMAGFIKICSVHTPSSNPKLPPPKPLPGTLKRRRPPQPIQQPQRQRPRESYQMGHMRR
ssDAF-12 act: activators of S. stercoralis DAF-12 nuclear receptor; AID 652126; activation, % at 6.8 µM; HEK293 ssDAF-12/GRIP1 lit1-tk-luc reporter, luminescence; % of 3 µM dafachronic acid response; 370,000 compounds, 1% hits;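 active = activation above the mean over all tested compounds plus 3 SD, cut at about 0.9% in these data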;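 note: 0% = DMSO-only wells and 100% = 3 µM delta7-dafachronic acid wells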
hcDAF-12 act: H. contortus DAF-12 activation, primary screen; HEK293 hcDAF-12 lit1-tk-luc reporter, luminescence; 0% DMSO, 100% Δ7-dafachronic acid; activation, % at 6.8 µM; 370,000 compounds, 1.4% hits;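 active = activation above the mean of all tested compounds plus 3 SD, cut at about 5.5% in these data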;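 note: 100% = response to 3 µM Δ7-dafachronic acid high control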
GAA850 FXN act: frataxin GAA850 promoter activation | HEK293 lucGAA850 FXN promoter luciferase reporter, 24 h; percent of 10 µM SAHA response | activation, % at 6 µM | 360,000 compounds, 0.56% hits | AID 540364;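 active = activation above the average of all compounds screened plus 3 SD, cutoff fixed separately per campaign, cut at about 7.5% in these data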;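 note: 0% = DMSO wells and 100% = 10 µM SAHA wells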
PLC-beta3 inh: inhibitors of human phospholipase C beta3 | Q01970 | Purified PLC-beta3, fluorogenic substrate, fluorescence | inhibition, % at 12.2 µM | 370,000 compounds, 0.18% hits | AID 720704; in the data active = inhibition above about 11%;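 note: 0% = median of compound wells on plate and 100% = full blocker control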
Numbers without * were called inactive.

CCc1ccccc1N(C(=O)c1snc(C(N)=O)c1N)C(C(=O)NCC1CCCO1)c1ccc(N(C)C)cc1 (configuration not stated) was read as DAX1 inh-1 1.8, DAX1 inh-2 0.1, HGIII-sPLA2 inh 3, hgDAF-12 ag 0.2, PLC-gamma1 inh -1, ADAM17 inh -1, ADAM10 inh -10, ssDAF-12 act -1.4, hcDAF-12 act 1.1, GAA850 FXN act -0.9 and PLC-beta3 inh -3.
Cc1ccc(S(=O)(=O)N2C[C@H]3C(=O)C[C@@H]4C(=O)N(c5ccccc5)C(=O)[C@@H]4[C@@H]3C[C@H]2c2cccc(Cl)c2)cc1 was read as DAX1 inh-2 -0.5, HGIII-sPLA2 inh -2, hgDAF-12 ag -0.2, PLC-gamma1 inh -9, ADAM17 inh -4, ADAM10 inh -8, ssDAF-12 act -1.4, hcDAF-12 act -0.8 and PLC-beta3 inh -10.
Screening O=C(NCc1nnc(SCc2ccc(F)cc2)n1-c1ccccc1)C12CC3CC(CC(C3)C1)C2 returned DAX1 inh-1 -0.3, DAX1 inh-2 -1.0, HGIII-sPLA2 inh -17, hgDAF-12 ag -3.8, PLC-gamma1 inh 1, ADAM17 inh 0, ADAM10 inh 9, ssDAF-12 act -2.3, hcDAF-12 act 1.9, GAA850 FXN act 0.1 and PLC-beta3 inh 1.
Cc1ccc(CN2C(=O)CCC2C(=O)N2CCN(c3ccc(F)cc3)CC2)cc1 (configuration not stated) was read as DAX1 inh-1 0.7, DAX1 inh-2 -0.2, HGIII-sPLA2 inh 6, hgDAF-12 ag -3.1, PLC-gamma1 inh 0, ADAM17 inh 2, ADAM10 inh 0, ssDAF-12 act -1.3, hcDAF-12 act -1.8, GAA850 FXN act -1.4 and PLC-beta3 inh 1.
Screening COc1ccc(NC(=O)Cn2nnc(C(=O)Nc3ccc(F)c(Cl)c3)c2N)cc1OC returned DAX1 inh-1 0.6, DAX1 inh-2 -0.4, HGIII-sPLA2 inh -1, hgDAF-12 ag 0.3, PLC-gamma1 inh 0, ADAM17 inh 2, ADAM10 inh -2, ssDAF-12 act -0.9, hcDAF-12 act 0.9, GAA850 FXN act 1.0 and PLC-beta3 inh -3.
CN(Cc1ccccc1)C(=O)CN(c1ccc(F)cc1)S(=O)(=O)c1ccc2c(c1)OCCO2 was read as DAX1 inh-1 0.2, DAX1 inh-2 -1.7, HGIII-sPLA2 inh -10, hgDAF-12 ag -3.4, PLC-gamma1 inh 4, ADAM17 inh 3, ADAM10 inh 12, ssDAF-12 act -0.9, hcDAF-12 act -2.3, GAA850 FXN act -0.1 and PLC-beta3 inh 4.
`Cc1ccc(C)c(NC(=O)CSc2nnc(CCCCCNC(=O)OC(C)(C)C)o2)c1` gave DAX1 inh-1 -0.6, DAX1 inh-2 -1.6, HGIII-sPLA2 inh -18, hgDAF-12 ag -0.5, PLC-gamma1 inh 4, ADAM17 inh 2, ADAM10 inh 15, ssDAF-12 act -1.6, hcDAF-12 act -2.1, GAA850 FXN act -4.1 and PLC-beta3 inh 5.
Screening CCCC(=O)NCCCc1nc2ccccc2n1C(C)C returned DAX1 inh-1 -1.1, DAX1 inh-2 -0.6, HGIII-sPLA2 inh -5, hgDAF-12 ag -3.1, PLC-gamma1 inh -1, ADAM17 inh -2, ADAM10 inh -12, ssDAF-12 act -1.2, hcDAF-12 act -0.2, GAA850 FXN act 0.7 and PLC-beta3 inh 0.
`OC(c1ccccc1)C(NCc1ccccc1)c1ccccc1` (configuration not stated) gave DAX1 inh-1 2.6, DAX1 inh-2 -0.9, HGIII-sPLA2 inh -4, hgDAF-12 ag -0.3, PLC-gamma1 inh 2, ADAM17 inh -2, ADAM10 inh -1, ssDAF-12 act -1.3, hcDAF-12 act 0.5, GAA850 FXN act -1.1 and PLC-beta3 inh -5.
COc1ccc(NC(=O)CCN2CCCCCC2)c(OC)c1 was read as DAX1 inh-1 0.1, DAX1 inh-2 0.1, HGIII-sPLA2 inh 3, hgDAF-12 ag -0.9, PLC-gamma1 inh 2, ADAM17 inh -5, ADAM10 inh -2, ssDAF-12 act -0.7, hcDAF-12 act -1.4, GAA850 FXN act 2.2 and PLC-beta3 inh 1.
`CCCCOc1ccc(CNn2c(C)nc3ccccc3c2=O)cc1` gave DAX1 inh-1 -1.5, DAX1 inh-2 -0.3, HGIII-sPLA2 inh -1, hgDAF-12 ag -3.4, PLC-gamma1 inh 0, ADAM17 inh -1, ADAM10 inh -1, ssDAF-12 act -1.6, hcDAF-12 act -0.8, GAA850 FXN act -0.8 and PLC-beta3 inh 2.
`CCS(=O)(=O)Nc1ccc(C2=NN(C(=S)Nc3ccccc3)C(c3ccco3)C2)cc1` (configuration not stated) gave DAX1 inh-1 1.7, DAX1 inh-2 0.3, HGIII-sPLA2 inh 0, hgDAF-12 ag 3.7, PLC-gamma1 inh -69, ADAM17 inh -152, ADAM10 inh inactive, ssDAF-12 act -1.1, hcDAF-12 act 0.6, GAA850 FXN act 3.2 and PLC-beta3 inh -68.
`CC(=O)Nc1ccccc1OCC(=O)NC(C)c1ccc(F)cc1` (configuration not stated) gave DAX1 inh-1 0.2, DAX1 inh-2 -0.3, HGIII-sPLA2 inh 7, hgDAF-12 ag 1.2, PLC-gamma1 inh 3, ADAM17 inh -1, ADAM10 inh -6, ssDAF-12 act -0.3, hcDAF-12 act -1.5, GAA850 FXN act -0.3 and PLC-beta3 inh 3.
Screening O=C(NC(=S)NCCc1ccccc1)c1ccco1 returned DAX1 inh-1 0.8, DAX1 inh-2 -0.2, HGIII-sPLA2 inh 7, hgDAF-12 ag 0.7, PLC-gamma1 inh 2, ADAM17 inh -2, ADAM10 inh 8, ssDAF-12 act -0.8, hcDAF-12 act 0.2, GAA850 FXN act 5.0 and PLC-beta3 inh -1.
Screening O=C(Nc1ccccc1)Nc1ccc(F)c([N+](=O)[O-])c1 returned DAX1 inh-1 -0.5, DAX1 inh-2 -1.1, HGIII-sPLA2 inh -18, hgDAF-12 ag 3.1, PLC-gamma1 inh 6, ADAM17 inh 2, ADAM10 inh 13, ssDAF-12 act -1.7, hcDAF-12 act -2.5, GAA850 FXN act 1.4 and PLC-beta3 inh 4.
Screening O=S(=O)(Nc1ccncc1)c1ccccc1 returned DAX1 inh-1 1.6, DAX1 inh-2 0.0, HGIII-sPLA2 inh -6, hgDAF-12 ag 3.3, PLC-gamma1 inh 0, ADAM17 inh -3, ADAM10 inh 7, ssDAF-12 act -0.2, hcDAF-12 act 4.4, GAA850 FXN act -1.1 and PLC-beta3 inh 0.
For COc1cccc(C(=O)OCC(=O)Nc2cc(C)on2)c1OC the results were DAX1 inh-1 2.0, DAX1 inh-2 -0.2, HGIII-sPLA2 inh 12, hgDAF-12 ag 2.9, PLC-gamma1 inh -1, ADAM17 inh -3, ADAM10 inh -4, ssDAF-12 act -0.8, hcDAF-12 act 1.6, GAA850 FXN act -2.1 and PLC-beta3 inh 1.
Screening CCSc1ccc([C@@H]2[C@@H]3C(=O)N(CC)C(=O)[C@@H]3[C@]3(C(=O)OC)CCCCN23)cc1 returned DAX1 inh-1 0.5, DAX1 inh-2 -0.6, HGIII-sPLA2 inh -4, hgDAF-12 ag -2.8, PLC-gamma1 inh 1, ADAM17 inh 0, ADAM10 inh -7, ssDAF-12 act -1.6, hcDAF-12 act -2.1, GAA850 FXN act 1.4 and PLC-beta3 inh -2.
`CC1(C)N=C(/C=N/O)C=[N+]1[O-]` gave DAX1 inh-1 0.8, DAX1 inh-2 -0.1, HGIII-sPLA2 inh 1, hgDAF-12 ag -0.8, PLC-gamma1 inh 3, ADAM17 inh 2, ADAM10 inh 10, ssDAF-12 act -0.4, hcDAF-12 act -1.0, GAA850 FXN act 0.9 and PLC-beta3 inh 7.
c1ccc(-c2cnc(-c3ccccc3)nc2)cc1 was read as DAX1 inh-1 1.9, DAX1 inh-2 2.3, HGIII-sPLA2 inh -1, hgDAF-12 ag 11*, PLC-gamma1 inh 0, ADAM17 inh 0, ADAM10 inh 12, ssDAF-12 act 0.7, hcDAF-12 act 4.8, GAA850 FXN act 5.4 and PLC-beta3 inh 0.
Screening CCOc1cccc(/C(O)=C2/C(=O)C(=O)N(CCN3CCOCC3)C2c2cccnc2)c1 (configuration not stated) returned DAX1 inh-1 0.1, DAX1 inh-2 0.1, HGIII-sPLA2 inh 4, hgDAF-12 ag -1.6, PLC-gamma1 inh 3, ADAM17 inh 1, ADAM10 inh -5, ssDAF-12 act -0.8, hcDAF-12 act 0.2, GAA850 FXN act 0.0 and PLC-beta3 inh 2.
Screening O=C(NCc1ccccc1)c1ccccc1OCC(=O)N1CCCCC1 returned DAX1 inh-1 -1.7, DAX1 inh-2 -0.1, HGIII-sPLA2 inh -1, hgDAF-12 ag -0.9, PLC-gamma1 inh 4, ADAM17 inh -2, ADAM10 inh 6, ssDAF-12 act -1.7, hcDAF-12 act -0.3, GAA850 FXN act -1.1 and PLC-beta3 inh 1.
CC(NC(=O)c1cccc(OC2CCN(C(=O)C3CC3)CC2)c1)c1ccc(F)cc1 (configuration not stated) was read as DAX1 inh-1 -0.1, DAX1 inh-2 -2.1, HGIII-sPLA2 inh -4, hgDAF-12 ag -0.7, PLC-gamma1 inh 3, ADAM17 inh 3, ADAM10 inh 5, ssDAF-12 act -1.9, hcDAF-12 act -2.2, GAA850 FXN act -1.5 and PLC-beta3 inh -1.
Screening Cc1noc(C)c1S(=O)(=O)N1CCC(C(=O)N2CCC(N3CCCCC3)CC2)CC1 returned DAX1 inh-1 0.9, DAX1 inh-2 0.3, HGIII-sPLA2 inh -4, hgDAF-12 ag 3.3, PLC-gamma1 inh 0, ADAM17 inh 1, ADAM10 inh -5, ssDAF-12 act -0.9, hcDAF-12 act 2.1, GAA850 FXN act -0.9 and PLC-beta3 inh 0.
`COc1ccccc1C(=O)COC(=O)CNC(=O)c1ccc(Br)o1` gave DAX1 inh-1 -0.1, DAX1 inh-2 0.2, HGIII-sPLA2 inh 14, hgDAF-12 ag -1.5, PLC-gamma1 inh -4, ADAM17 inh -5, ADAM10 inh -12, ssDAF-12 act -0.8, hcDAF-12 act -0.3, GAA850 FXN act -0.3 and PLC-beta3 inh -11.
CCC(=O)Nc1cccc(C2=NOC3(C2)C[C@@H](C(N)=O)N(C(=O)COc2ccc(Cl)cc2)C3)c1 (some centres not stated) was read as DAX1 inh-1 0.3, DAX1 inh-2 0.1, HGIII-sPLA2 inh -7, hgDAF-12 ag -1.5, PLC-gamma1 inh 1, ADAM17 inh -1, ADAM10 inh -2, ssDAF-12 act -1.1, hcDAF-12 act -0.8, GAA850 FXN act -1.2 and PLC-beta3 inh 2.
O=C(CN1c2ccccc2Sc2ccccc21)N/N=C/c1ccc([N+](=O)[O-])cc1 was read as DAX1 inh-1 -0.9, DAX1 inh-2 0.2, HGIII-sPLA2 inh 4, hgDAF-12 ag -2.1, PLC-gamma1 inh 4, ADAM17 inh 13*, ADAM10 inh 15, ssDAF-12 act -1.2, hcDAF-12 act -2.1, GAA850 FXN act 2.5 and PLC-beta3 inh 1.

Rows are unselected. About 6.9% of those tested had a hit in this group.
